Compound activity deposited in PubChem BioAssay by several laboratories.
PMI act satM6P – human PMI activators, high substrate, primary screen, biochemical, fluorescence intensity, near-saturating mannose 6-phosphate. coupled PMI enzyme assay, resazurin fluorescence, 20 min; hits give high values; 1 = untreated enzyme, 0 = substrate-free blank. AID 1216, 2008. hit rate 0.34% among 190,000. Mannose-6-phosphate isomerase (Homo sapiens), P34949. activation factor at 20 µM;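 active = activation factor of 2 or more at 20 µM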
Target sequence (P34949 whole entry, looked up): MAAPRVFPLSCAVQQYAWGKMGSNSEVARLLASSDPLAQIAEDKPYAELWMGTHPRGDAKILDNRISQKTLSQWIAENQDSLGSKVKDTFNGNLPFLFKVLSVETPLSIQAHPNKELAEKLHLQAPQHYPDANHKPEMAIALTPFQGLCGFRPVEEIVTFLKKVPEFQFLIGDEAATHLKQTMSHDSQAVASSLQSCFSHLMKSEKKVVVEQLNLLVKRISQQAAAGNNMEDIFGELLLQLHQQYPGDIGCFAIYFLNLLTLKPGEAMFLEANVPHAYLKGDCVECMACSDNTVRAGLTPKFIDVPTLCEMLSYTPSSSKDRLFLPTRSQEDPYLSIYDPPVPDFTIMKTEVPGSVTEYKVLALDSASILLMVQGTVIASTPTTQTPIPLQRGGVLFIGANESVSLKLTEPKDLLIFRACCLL
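Test system – human PMI in coupled enzyme assay · Timing – 20 min incubation at room temperature · Detection – Diaphorase-driven resazurin-to-resorufin fluorescence, excitation 544, emission 590 nm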
PMI act – activators of human PMI, primary screen, biochemical, fluorescence intensity, near-Km mannose 6-phosphate. Mannose-6-phosphate isomerase (Homo sapiens), P34949. purified human PMI, coupled resazurin fluorescence, 20 min; hits give high values; 1 = vehicle control, 0 substrate-free wells. activation factor at 20 µM. hit rate 0.005% among 190,000. AID 1214, 2008;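 active = activation factor of 2 or more at 20 µM, relative to plate controls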
NF-kB neuron act – activators of NF-kB expression in neurons, primary screen, cell-based, HTS. human neuronal cells, NF-kB reporter expression; hits give high values. fold change at 12.5 µM. hit rate 1.6% among 190,000. AID 1239, 2008; in the data active = fold change above about 3.3
bIAP activator – bovine intestinal alkaline phosphatase activators, primary screen, biochemical, bovine IAP, CDP-star luminescence | alkaline phosphatase, intestinal [Bos taurus] | purified bovine IAP, 30 min; hits give high values; fold of DMSO-control signal, blank-subtracted | hit rate 0.17% among 200,000 | activation factor at 20 µM;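 active = activation factor of 2 or more at 20 µM, a signal rise over negative controls twice the positive control's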
TNAP act hiacc – TNAP activators at high phosphate acceptor level, primary screen, biochemical, luminescence, uHTS | activation factor at 20 µM | 200,000 tested, under 10 active | purified TNAP, CDP-star luminescence, 1 M DEA, 30 min; hits give high values; 0 = EDTA background, 1 = DMSO-only activity;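 active = activation factor at least 2 at 20 µM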
Target sequence (P05186 whole entry, looked up): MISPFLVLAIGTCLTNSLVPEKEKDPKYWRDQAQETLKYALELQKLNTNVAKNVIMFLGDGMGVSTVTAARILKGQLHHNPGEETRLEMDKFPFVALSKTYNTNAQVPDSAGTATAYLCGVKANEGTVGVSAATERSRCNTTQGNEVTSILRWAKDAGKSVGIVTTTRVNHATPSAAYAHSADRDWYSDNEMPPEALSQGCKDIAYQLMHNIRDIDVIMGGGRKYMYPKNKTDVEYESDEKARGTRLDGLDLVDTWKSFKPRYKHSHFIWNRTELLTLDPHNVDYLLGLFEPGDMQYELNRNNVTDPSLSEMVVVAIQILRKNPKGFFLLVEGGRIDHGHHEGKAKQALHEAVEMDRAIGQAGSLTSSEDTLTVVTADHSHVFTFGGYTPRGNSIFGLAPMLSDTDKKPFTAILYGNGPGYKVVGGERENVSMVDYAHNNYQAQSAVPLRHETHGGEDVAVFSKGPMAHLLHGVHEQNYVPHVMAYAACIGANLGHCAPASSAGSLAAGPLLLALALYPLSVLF
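system = human TNAP | amount = enzyme diluted 1/800 final | reagent = 100 µM CDP-star substrate | signal = luminescent substrate turnover signal | dosing = one dose, 20 µM | benchmarks = EDTA negative control, DMSO positive control | measure = activation factor | timing = 30 min reaction, room temperature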
FLuc act counter – FLuc activators, initial screening, artefact control for FLuc-dependent activation tests, biochemical, ATPlite luminescence. Luciferin 4-monooxygenase (Photinus pyralis), P08659. ATPlite luciferase biochemical, 10 min; 0 = ATP-free wells, 1 = DMSO control. activation factor at 10 µM. 200,000 tested, under 10 active. AID 1027, 2008;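 active = luciferase activation factor, scaled between plate controls, of at least 2 with compound at 10 µM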
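Assay system: Luciferase/luciferin detection reagent, cell-free biochemical luciferase assay / Also added: ATP substrate / Schedule: 10 min at ambient temperature / Measured by: luminescence measurement of luciferase light output / Benchmarks: low control with PBS replacing ATP, high control enzyme plus ATP without compound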
TNAP inh no acc – human TNAP enzyme inhibitors, primary screen, biochemical, luminescent, no phosphate acceptor, uHTS. purified TNAP, CDP-star luminescence, 30 min. inhibition, % at 20 µM. hit rate 0.26% among 200,000;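 active = tissue-nonspecific alkaline phosphatase inhibition above about 50% at 20 µM in the single-dose screen, limit read from the data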;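 note: 0% = DMSO negative control and 100% = EDTA positive control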
FLuc inh counter – firefly luciferase enzyme inhibitors, primary screen, artefact control for luciferase-based inhibitor screens, biochemical, luminescence, ATPLite; 10 min; inhibition, % at 10 µM; hit rate 1.5% among 200,000; AID 1006, 2008;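 active = inhibition above about 50% when tested at 10 µM, limit read from the data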
TNAP inh hi DEA – human TNAP enzyme inhibitors, primary screen, biochemical, luminescent, high phosphate acceptor level, uHTS; Alkaline phosphatase, tissue-nonspecific isozyme (Homo sapiens), P05186; purified TNAP, CDP-star luminescence, 1 M DEA; inhibition, % at 20 µM; hit rate 0.03% among 200,000; AID 1135, 2008;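 active = over 50% inhibition of tissue-nonspecific alkaline phosphatase at 20 µM in the single-dose screen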;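 note: plate controls were DMSO wells for no effect and EDTA-quenched wells as full inhibition for full effect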
APP 5'UTR act – activators of APP 5'UTR luciferase reporter, primary screen, SH-SY5Y cells | SH-SY5Y APP 5'UTR luciferase reporter, luminescence; zero percent = DMSO vehicle wells | activation, % at 2 µM | hit rate 1% among 190,000 | AID 1276, 2008;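 active = activation above a set limit, based on mean plus 3 SD of controls, cut at about 140% in these data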; note: values of inactives mirror those of a sister screen read the other way
* = called active by the depositor. This is a random part of the collection; any-hit rate near 3.6%.

For O=c1[nH]c(-c2ccccn2)nc2sc(-c3ccccc3)cc12 the results were PMI act satM6P 0.8, PMI act 0.5, NF-kB neuron act 1.6, bIAP activator 1.2, TNAP act hiacc 1.1, FLuc act counter 0.6, TNAP inh no acc -71, FLuc inh counter 38, TNAP inh hi DEA -7 and APP 5'UTR act -27.
Screening FC(F)(F)c1cccc(OCCOCCn2cncn2)c1 returned PMI act satM6P 1, PMI act 1, NF-kB neuron act 1.2, bIAP activator 1, TNAP act hiacc 1.1, FLuc act counter 1, TNAP inh no acc -15, FLuc inh counter -5, TNAP inh hi DEA -6 and APP 5'UTR act -3.
For O=C(c1ccc([N+](=O)[O-])cc1)N(Cc1ccc(Cl)cc1)N1C(=O)CCCC1=O the results were PMI act satM6P 0.9, PMI act 0.9, NF-kB neuron act 0.98, bIAP activator 1, TNAP act hiacc 1, FLuc act counter 1, TNAP inh no acc -4, FLuc inh counter -3, TNAP inh hi DEA 2 and APP 5'UTR act -13.
`N#Cc1ccc(-c2cn(-c3ccccc3)c3[n+]2CCCS3)cc1` gave PMI act satM6P 1, PMI act 1, NF-kB neuron act 0.92, bIAP activator 1, TNAP act hiacc 1, FLuc act counter 1.1, TNAP inh no acc -26, FLuc inh counter -8, TNAP inh hi DEA -3 and APP 5'UTR act 8.
For O=C(COc1ccc(Br)cc1Br)NC(=O)NC1CCCC1 the results were PMI act satM6P 0.9, PMI act 0.9, NF-kB neuron act 3.4*, bIAP activator 0.9, TNAP act hiacc 1, FLuc act counter 0.9, TNAP inh no acc -9, FLuc inh counter 8, TNAP inh hi DEA -1 and APP 5'UTR act 44.
`O=C(/C=C/c1ccco1)Nc1ccccc1N1CCCC1` gave PMI act satM6P 0.8, PMI act 1.1, NF-kB neuron act 0.89, bIAP activator 1, TNAP act hiacc 1, FLuc act counter 1, TNAP inh no acc 3, FLuc inh counter 1, TNAP inh hi DEA -3 and APP 5'UTR act -14.
Cc1cc(OCC(=O)Nc2ccc(S(=O)(=O)N3CCN(C)CC3)cc2)cc(C)c1Cl was read as PMI act satM6P 0.9, PMI act 0.8, NF-kB neuron act 0.72, bIAP activator 1, TNAP act hiacc 1.1, FLuc act counter 1.1, TNAP inh no acc -14, FLuc inh counter -7, TNAP inh hi DEA -7 and APP 5'UTR act 14.
Screening CCOc1ccc(C(=O)NC(=S)Nc2ccc(NC(=O)c3ccco3)c(C)c2)cc1[N+](=O)[O-] returned PMI act satM6P 1.1, PMI act 1, NF-kB neuron act 1, bIAP activator 0.8, TNAP act hiacc 1, FLuc act counter 1.1, TNAP inh no acc 18, FLuc inh counter -8, TNAP inh hi DEA 1 and APP 5'UTR act -1.
Screening Cc1ccc(S(=O)(=O)c2c(C)nn(-c3ccccc3)c2OC(=O)c2ccco2)cc1 returned PMI act satM6P 1, PMI act 0.9, NF-kB neuron act 0.95, bIAP activator 0.9, TNAP act hiacc 1, FLuc act counter 1, TNAP inh no acc -19, FLuc inh counter -3, TNAP inh hi DEA -3 and APP 5'UTR act 12.
Screening C=CCNC(=O)c1ccncc1 returned PMI act satM6P 0.9, PMI act 0.9, NF-kB neuron act 1.1, bIAP activator 0.8, TNAP act hiacc 1, FLuc act counter 1, TNAP inh no acc -12, FLuc inh counter -4, TNAP inh hi DEA -4 and APP 5'UTR act 1.
CC(C)CNS(=O)(=O)c1ccc(CCC(=O)N2CCC(C(N)=O)CC2)cc1 was read as PMI act satM6P 1, PMI act 0.9, NF-kB neuron act 0.81, bIAP activator 1, TNAP act hiacc 1, FLuc act counter 1.1, TNAP inh no acc -3, FLuc inh counter -6, TNAP inh hi DEA -3 and APP 5'UTR act 1.
`CCOC(=O)c1ccc(NC(=O)c2cc(OC)c(OC)c(OC)c2Br)cc1` gave PMI act satM6P 0.9, PMI act 0.8, NF-kB neuron act 1.1, bIAP activator 0.8, TNAP act hiacc 1, FLuc act counter 1.1, TNAP inh no acc 0, FLuc inh counter -10, TNAP inh hi DEA -2 and APP 5'UTR act 9.
For CC1CC(C)(C)NC(=S)O1 (stereo not drawn) the results were PMI act satM6P 1, PMI act 1, NF-kB neuron act 1.1, bIAP activator 1, TNAP act hiacc 1, FLuc act counter 1.1, TNAP inh no acc -3, FLuc inh counter -5, TNAP inh hi DEA -2 and APP 5'UTR act -6.
`O=C(CSCc1ccc(Cl)cc1)N/N=C/c1c(Cl)cccc1Cl` gave PMI act satM6P 1, PMI act 0.9, NF-kB neuron act 1.1, bIAP activator 0.5, TNAP act hiacc 0.9, FLuc act counter 1, TNAP inh no acc -4, FLuc inh counter -2, TNAP inh hi DEA 6 and APP 5'UTR act -4.
Screening Oc1ccc(O)c(Cc2nc3ccccc3[nH]2)c1 returned PMI act satM6P 0.7, PMI act 0.9, NF-kB neuron act 0.96, bIAP activator 1.2, TNAP act hiacc 1, FLuc act counter 1.1, TNAP inh no acc -5, FLuc inh counter -7, TNAP inh hi DEA -1 and APP 5'UTR act -3.
For CC(NC(=O)c1cccc(Br)c1)c1ccccc1 (stereo not drawn) the results were PMI act satM6P 1, PMI act 1, NF-kB neuron act 1.1, bIAP activator 1.1, TNAP act hiacc 1, FLuc act counter 1, TNAP inh no acc -8, FLuc inh counter -5, TNAP inh hi DEA -2 and APP 5'UTR act 12.
N=C1c2ccccc2CN1NC(=O)CC12CC3CC(CC(C3)C1)C2 was read as PMI act satM6P 1.1, PMI act 1.1, NF-kB neuron act 1.6, bIAP activator 1, TNAP act hiacc 1, FLuc act counter 1, TNAP inh no acc 3, FLuc inh counter 3, TNAP inh hi DEA 1 and APP 5'UTR act -6.
O=C(c1ccccc1)c1ccccc1C(=O)N1CCOCC1 was read as PMI act satM6P 0.9, PMI act 0.8, NF-kB neuron act 1.1, bIAP activator 0.9, TNAP act hiacc 1, FLuc act counter 1.1, TNAP inh no acc -6, FLuc inh counter -10, TNAP inh hi DEA -4 and APP 5'UTR act -24.
For Brc1ccc(-c2csc(N/N=C/c3cccnc3)n2)cc1 the results were PMI act satM6P 1.2, PMI act 1.3, NF-kB neuron act 1.1, bIAP activator 1.1, TNAP act hiacc 1, FLuc act counter 1.1, TNAP inh no acc -7, FLuc inh counter -6, TNAP inh hi DEA 0 and APP 5'UTR act 6.
CCc1ccc(NC(=S)N(Cc2ccc(Cl)cc2)Cc2ccc(C(=O)O)cc2)cc1 was read as PMI act satM6P 0.9, PMI act 1, NF-kB neuron act 1.4, bIAP activator 1.1, TNAP act hiacc 1, FLuc act counter 1, TNAP inh no acc -15, FLuc inh counter 2, TNAP inh hi DEA -2 and APP 5'UTR act 3.
`COc1ccc(C2CC(C(F)(F)F)n3nc(C(=O)O)c(Cl)c3N2)cc1OC` (stereo not drawn) gave PMI act satM6P 1, PMI act 0.9, NF-kB neuron act 1, bIAP activator 1, TNAP act hiacc 1.1, FLuc act counter 1, TNAP inh no acc -12, FLuc inh counter -1, TNAP inh hi DEA -6 and APP 5'UTR act -9.
For CCOC(=O)C1=C(O)C(Nc2nc3ccccc3s2)(C(F)(F)F)N=C1C (stereo not drawn) the results were PMI act satM6P 0.9, PMI act 0.9, NF-kB neuron act 1.1, bIAP activator 0.9, TNAP act hiacc 1, FLuc act counter 1, TNAP inh no acc -4, FLuc inh counter -4, TNAP inh hi DEA -2 and APP 5'UTR act -5.
`S=c1[nH]nc(-c2cccnc2)n1/N=C/c1cccs1` gave PMI act satM6P 1, PMI act 1, NF-kB neuron act 1.1, bIAP activator 0.8, TNAP act hiacc 1, FLuc act counter 1, TNAP inh no acc 3, FLuc inh counter 0, TNAP inh hi DEA -5 and APP 5'UTR act -1.
For CCOC(=O)C1=C(C)Nc2ccccc2N=C1NC(=O)Cc1ccc(Br)cc1 the results were PMI act satM6P 0.8, PMI act 0.8, NF-kB neuron act 0.93, bIAP activator 0.9, TNAP act hiacc 1, FLuc act counter 1.1, TNAP inh no acc 2, FLuc inh counter -7, TNAP inh hi DEA -1 and APP 5'UTR act 9.
For O=C(Nc1nc(=S)ss1)c1c(F)cccc1F the results were PMI act satM6P 0.9, PMI act 0.6, NF-kB neuron act 1, bIAP activator 0.9, TNAP act hiacc 1, FLuc act counter 1, TNAP inh no acc -7, FLuc inh counter -4, TNAP inh hi DEA -1 and APP 5'UTR act -2.
Screening CC(C)CNC(=O)Cn1c(=O)c2c(ncn2CC(C)C)n(Cc2ccccc2)c1=O returned PMI act satM6P 1.1, PMI act 1, NF-kB neuron act 0.94, bIAP activator 1.1, TNAP act hiacc 1.1, FLuc act counter 1.1, TNAP inh no acc -18, FLuc inh counter -6, TNAP inh hi DEA -7 and APP 5'UTR act -1.
CC(C)C(=O)N1N=C2CCCCC2C1(O)C(F)(F)F (stereo not drawn) was read as PMI act satM6P 0.9, PMI act 0.9, NF-kB neuron act 1.1, bIAP activator 1, TNAP act hiacc 1.1, FLuc act counter 1, TNAP inh no acc -10, FLuc inh counter -4, TNAP inh hi DEA -6 and APP 5'UTR act 11.
For Cc1csc(NC(=O)CSc2nnc(Cc3cccn3C)n2CCc2ccccc2)n1 the results were PMI act satM6P 1, PMI act 0.9, NF-kB neuron act 0.78, bIAP activator 1, TNAP act hiacc 1, FLuc act counter 1, TNAP inh no acc -1, FLuc inh counter -4, TNAP inh hi DEA 0 and APP 5'UTR act 6.

By substructure, those above with a CF3 group.
Screening FC(F)(F)c1cccc(OCCOCCn2cncn2)c1 returned PMI act satM6P 1, PMI act 1, NF-kB neuron act 1.2, bIAP activator 1, TNAP act hiacc 1.1, FLuc act counter 1, TNAP inh no acc -15, FLuc inh counter -5, TNAP inh hi DEA -6 and APP 5'UTR act -3.
`COc1ccc(C2CC(C(F)(F)F)n3nc(C(=O)O)c(Cl)c3N2)cc1OC` (stereo not drawn) gave PMI act satM6P 1, PMI act 0.9, NF-kB neuron act 1, bIAP activator 1, TNAP act hiacc 1.1, FLuc act counter 1, TNAP inh no acc -12, FLuc inh counter -1, TNAP inh hi DEA -6 and APP 5'UTR act -9.
For CCOC(=O)C1=C(O)C(Nc2nc3ccccc3s2)(C(F)(F)F)N=C1C (stereo not drawn) the results were PMI act satM6P 0.9, PMI act 0.9, NF-kB neuron act 1.1, bIAP activator 0.9, TNAP act hiacc 1, FLuc act counter 1, TNAP inh no acc -4, FLuc inh counter -4, TNAP inh hi DEA -2 and APP 5'UTR act -5.
CC(C)C(=O)N1N=C2CCCCC2C1(O)C(F)(F)F (stereo not drawn) was read as PMI act satM6P 0.9, PMI act 0.9, NF-kB neuron act 1.1, bIAP activator 1, TNAP act hiacc 1.1, FLuc act counter 1, TNAP inh no acc -10, FLuc inh counter -4, TNAP inh hi DEA -6 and APP 5'UTR act 11.
